Screening results deposited in PubChem by National Center for Advancing Translational Sciences (NCATS).
Peg3 imprint – inducers of genomic imprint erasure in mouse ES cells; mouse ES Peg3-LacZ reporter, beta-gal luminescence, 40 h; Potency, µM (doses to about 60.7 µM), for the others: at the highest dose activity change, positive = activation, actives largely listed as activators; 110,000 compounds, 0.02% hits;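 note: 0% = negative control wells on the plate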
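Imprint erasure is scored as LacZ activity from the silenced maternal Peg3 allele in feeder-free female ES cells cultured 40 h with LIF. Luminescence is normalized to in-plate negative controls and fitted to the Hill equation.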
p53ts 32C tox – p53ts cell cytotoxicity, permissive temperature | Potency, µM (highest dose often 46.1 µM), for inactives: at the top dose activity change, negative = cytotoxicity, most hits filed as cytotoxic | 130,000 compounds, 0.93% hits | H1299-p53A138V at 32C, ATP luminescence viability, 24 h | AID 924;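 note: 0% = DMSO and -100% = full killing by reference compound; nearly all actives have a fitted effect of over 55% in size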
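Cells: H1299 p53ts (A138V), 600/well, pre-incubated 16–30 h at 37C. Cpd up to 46 uM, 24 h, 32C. Readout: ATPlite luminescence, 20 min RT. Normalization: DMSO vs tamoxifen 100 uM. AC50 by Hill equation.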
p53ts 39C tox – cytotoxicity in p53ts cells at nonpermissive temperature; Potency, µM (series often up to 46.1 µM), inactives show at the top dose activity change, negative = cell killing, hits mostly cytotoxic; 130,000 compounds, 1.5% hits; AID 902; H1299-p53A138V viability at 39C, ATP luminescence, 24 h; note: nearly all actives have a fitted effect of over 55% in size
IkB sig inh – suppresses IkB signaling in ABC-DLBCL reporter cells | ABC-DLBCL IkBa-CBG/CBR dual luciferase ratio, 4 h; response scale: scaled: untreated 0%, proteasome inhibitor 100% | Potency, µM (top dose mostly 57.1 µM), without a hit: at the top dose IkBa stabilization activation | 110,000 compounds, 0.04% hits | AID 445; active = well fitted curve in the direction sought with a large enough effect in the signal ratio, not every such curve was filed as active; inconclusive = small, poorly fitted or top-dose-only effect, or a change in a side signal; the % refers to the signal ratio;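 note: the direction sought is a rising ratio; 0% = basal untreated cells and 100% = reference inhibitor full response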
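Curves were fitted separately to fusion (green), unfused (red) and ratio luminescence, then classed by r2, magnitude and activity. Cells: OCI-Ly3, 4 h compound plus doxycycline at 37C; 10 uM MG-132 defined full response.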
Starred values were filed as active, the others as inactive; u = inconclusive; x = no result given; [ ] = another dose, or the depositor's remark. Unless noted, calls come from the whole dose curve; as a rule, active = well fitted curve in the direction sought with a large enough effect; inconclusive = small, poorly fitted or top-dose-only effect, or another doubt; inactive = no such curve, though single readings can be large; an effect the other way counts as inactive or inconclusive. Unless noted, % is set by controls: 0 for no effect and ±100 for the full control effect; potency is the fitted concentration of half-maximal effect.

Each structure is followed by: IkB sig inh, Peg3 imprint, p53ts 39C tox, p53ts 32C tox
- COc1ccccc1NC(=O)N1CCCC1C(=O)NC1CCCCC1 (stereo unspecified)
  -1.2%, 2%, -2%, 6%
- Cc1ccc(N(CC(=O)Nc2cccc(Cl)c2C)S(=O)(=O)c2c(C)noc2C)cc1
  2.1%, 17%[10.9 µM], 6%, -8%
- O=C(COC(=O)C12CC3CC(CC(C3)C1)C2)N1CCN(S(=O)(=O)c2ccccc2)CC1
  1.2%, -10%, -16%, -1%
- CCn1c(=O)c(=O)n(CC)c2cc(N3CCCCC3)c(NC(=O)c3ccc(OC)c(OC)c3)cc21
  0.4%, -3%[10.9 µM], 22%, 16%
- CC1CC(c2ccccc2)n2nc(NC(=O)c3ccco3)nc2N1 (stereo unspecified)
  -0.4%, 21%, 7%, 8%
- CCC(=O)Nc1ccccc1C(=O)OCC(=O)Nc1ccc(S(N)(=O)=O)cc1
  1.6%, 0%, 16%, -1%
- CN(C(=O)COC(=O)CNS(=O)(=O)/C=C/c1ccccc1)C1CCS(=O)(=O)C1 (stereo unspecified)
  0.3%, -12%, 7%, 3%
- COc1ccccc1OCC(=O)N(Cc1ccc(Cl)cc1)CC1CCCO1 (stereo unspecified)
  u, 10%[10.9 µM], -12%, 1%
- CCOc1ccccc1NS(=O)(=O)c1cnc(N)nc1
  -1.4%, -8%[10.9 µM], 3%, 3%
- O=C(NCCc1ccccc1)c1ccc(CSc2nc3ccncc3n2Cc2ccc(F)cc2)cc1
  u, -11%[10.9 µM], -17%, -2%
- CC(C)OCCCNC(=O)CN1C(=O)CC(C)(C)S(=O)(=O)c2ccccc21
  4.2%, -3%, 4%, 0%
- CCCCCC(=O)Nc1cc(N(C)C)nc2ccccc12
  u, -17%, 18%, -3%
- COc1ccc(C(=O)Oc2c(Sc3ccccc3)c(C)nn2-c2ccccc2)cc1OC
  u, -11%[10.9 µM], u, u
- COc1cc(NS(=O)(=O)c2ccc(NC(=O)CSC3=NCCS3)cc2)nc(OC)n1
  2.4%, -2%, 7%, -10%
- Cc1cc(C)n(CCc2nc3c4ccccc4nc(N4CCN(c5ccccc5F)CC4)n3n2)n1
  u, -4%[10.9 µM], -8%, 2%

Looked up one by one from above:
Each structure is followed by: IkB sig inh, Peg3 imprint, p53ts 39C tox, p53ts 32C tox
- COc1cc(NS(=O)(=O)c2ccc(NC(=O)CSC3=NCCS3)cc2)nc(OC)n1
  2.4%, -2%, 7%, -10%
- O=C(COC(=O)C12CC3CC(CC(C3)C1)C2)N1CCN(S(=O)(=O)c2ccccc2)CC1
  1.2%, -10%, -16%, -1%

The listing continues.
Each structure is followed by: IkB sig inh, Peg3 imprint, p53ts 39C tox, p53ts 32C tox
- CCN(C(=O)Cn1ncc2c(=O)oc3ccc(C)cc3c21)c1cc(OC)ccc1OC
  4.9%, -8%[10.9 µM], 0%, 0%
- COc1ccc(NC(=O)N2CCCC3(CCN(C(=O)c4csnn4)CC3)C2)cc1
  1.4%[11.4 µM], x, 11%, -4%
- CC(C)N1C(=O)C2ON(c3ccccc3)C(c3cccs3)C2C1=O (stereo unspecified)
  1.4%, -6%, -5%, -6%
- O=C(Nc1cc(S(=O)(=O)Nc2ccc(Cl)cc2)ccc1N1CCCCC1)c1ccc(F)cc1
  x, x, -24%, -7%
- Ic1ccc2c(c1)N(c1ccccc1)c1cc(Nc3ccc4nc5ccc(I)cc5[n+](-c5ccccc5)c4c3)ccc1N2
  1.7%[11.4 µM], -6%[10.9 µM], 6%[9.22 µM], 1%[9.22 µM]
- COc1cc(OC)c(NC(=O)NCc2cccn2Cc2ccccc2)cc1Cl
  u, -9%[10.9 µM], -5%, 14%
- COc1ccccc1NC(=O)N1CCC(c2nc3cc(C)c(C)cc3[nH]2)CC1
  x, x, u, u
- COc1ccc(-c2noc(CNC(=O)c3cc(OC)c(OC)c(OC)c3)n2)cc1
  -0.8%, -9%[10.9 µM], -23%, 3%
- CCOC(=O)c1[nH]c2ccccc2c1NC(=O)c1cc(Cl)ccc1Cl
  -2.6%, -1%[10.9 µM], -14%, u
- O=C(Nc1ccc(Cl)cc1F)c1cc(S(=O)(=O)NCc2ccc3c(c2)OCO3)ccc1F
  1.1%, u, -22%, 0%
- CCCCN1CN(S(=O)(=O)c2cccs2)c2nc3ccccc3nc21
  -0.7%, -10%, -4%, 5%
- CCn1c(COc2ccccc2)nnc1SCC(=O)Nc1ccc2c(c1)OCCO2
  u, u, -13%, -5%
- COc1ccc(-c2cc(C(=O)Nc3cnn(Cc4ccccc4C)c3)no2)cc1OC
  u, 3%, -21%, -17%
- COc1cc(NC(=O)CN2CCCN(Cc3cccc(F)c3)S2(=O)=O)cc(OC)c1
  u, -8%[10.9 µM], 16%, -1%
- COc1ccc(Oc2ncc3nc(-c4cccs4)c(=O)n(Cc4cccc(OC)c4)c3n2)cc1
  0.8%[11.4 µM], x, -2%, 1%
- CCCCCC1CC(=O)N(Cc2ccc(Cl)cc2)C(=O)N1 (stereo unspecified)
  -1.1%, -10%, -13%, -10%
- Cn1c(=O)[nH]c(=O)c2c1nc(N(CCO)Cc1ccccc1)n2CCCc1ccccc1
  -4.2%, -4%, -9%, -2%
- COc1ccccc1N1CCN(C(=O)c2oc3ccccc3c2N)CC1
  -0.8%, 4%[10.9 µM], -25%, -6%
- O=C(/C=C/c1ccccc1)N1CCN(C(=O)c2ccco2)CC1
  x, x, 19%, 14%
- O=C(NNC(=O)[C@@H]1CCCC[C@@H]1C(=O)O)c1cccs1
  x, x, 15%, 1%
- CCOc1ccc(NC(c2ccc(Cl)cc2)c2nnc(-c3cccc(F)c3)o2)cc1 (stereo unspecified)
  u, -16%[10.9 µM], -22%, 11%
- COC(=O)c1c(C)oc2ccc(N(C(=O)c3ccncc3)S(=O)(=O)c3ccc(OC)cc3)cc12
  u, -23%[10.9 µM], -20%, 10%
- COc1ccc(C(=O)Nc2ccc(-c3nc4ncccc4o3)cc2)cc1
  u, -11%[10.9 µM], 23%, 1%
- N#C/C(=C1/CCCCCN1)c1nc2ccccc2s1
  u, -17%, -24%, -9%
- CCOC(=O)c1c(C)cc(O)c(C)c1O
  x, 14%, 9%, 5%
- Cc1ccc(CNC(=O)c2cc3c(=O)oc4ccc(C)cc4c3s2)cc1
  -1.7%, -7%[10.9 µM], -2%, 1%
- CCCc1cnc2c(c1SCC(=O)N(C)c1ccccc1)c(=O)n(C)c(=O)n2C
  0.5%, u, 23%, 3%
- CCOC(=O)c1c(NC(=O)c2ccc(S(=O)(=O)N(CC(C)C)CC(C)C)cc2)sc2c1CCN(CC)C2
  u, -12%[10.9 µM], -24%, 2%
- Cn1c(SCC(=O)C(C)(C)C)nnc1-c1cccnc1
  -1.7%, -11%, 5%, 5%
- COCCCNC(=O)CSc1nc2ccccc2c(=O)n1Cc1ccco1
  -1.5%, 3%[10.9 µM], -13%, -3%

Look-ups from the list:
O=C(NNC(=O)[C@@H]1CCCC[C@@H]1C(=O)O)c1cccs1 in p53ts 39C tox → 15%
Cc1ccc(CNC(=O)c2cc3c(=O)oc4ccc(C)cc4c3s2)cc1 in p53ts 32C tox → 1%
CCCCCC1CC(=O)N(Cc2ccc(Cl)cc2)C(=O)N1 (stereo unspecified) in Peg3 imprint → -10%

(next part)
Each structure is followed by: IkB sig inh, Peg3 imprint, p53ts 39C tox, p53ts 32C tox
- COc1ccccc1-c1c(C)nn2c(N3CCN(c4ccccc4OC)CC3)cc(C)nc12
  -2.3%, -13%, 35%[activator], 5%
- O=C(COc1ccccc1)N(Cc1cccnc1)c1nc2ccc(F)cc2s1
  11%, 9%[10.9 µM], -11%, -3%
- OCCN1CCN(CC/C=C2\c3ccccc3Sc3ccc(C(F)(F)F)cc32)CC1
  -0.8%[25.6 µM], -9%[16.8 µM], 16µM*, u
- CCOc1ccc(OCC)c(Nc2nc3ccccc3n3nnnc23)c1
  1.8%, 5%[10.9 µM], -20%, 2%
- C=CCSc1nc(N)c(C(=O)Nc2ccccc2C)cc1C(N)=O
  1.3%, 11%, 7%, 1%
- CCn1ccc2c(OCC(=O)Nc3ccccc3C(F)(F)F)cccc2c1=O
  3.9%, -13%[10.9 µM], 7%, -3%
- COc1ccc(NC(=O)c2cc(C(C)C)on2)cc1OC
  u, -16%, -11%, -6%
- CC(C)COC(=O)NCCCOC(=O)Nc1ccccc1
  -0.2%, -7%, -1%, -7%
- CC(C)C[C@H](NC(=O)Nc1cccc(Cl)c1)C(=O)O
  5.1%, -2%, 9%, 0%
- CCOC(=O)c1cnc2ccc(Cl)cc2c1Nc1ccc(OCC)cc1
  u, -18%[10.9 µM], -15%, 1%
- CCOC(=O)COc1cc2c(C(=O)OCC)c(C)oc2cc1Br
  -2.6%, -19%, 0%, 12%
- N#Cc1nc(-c2ccc(OCc3ccccc3)cc2)oc1N1CCOCC1
  -2.1%, -4%, -3%, -8%
- COc1ccc(-c2cc(C(=O)OCC(=O)N(C)C)c3ccccc3n2)cc1
  1.2%, -41%[inhibitor], u, u
- O=C(Cn1cc2c(n1)CCCCC2)NCCN1CCOCC1
  2.1%, -10%, 3%, -3%
- Cc1ccc(NC(=O)CCS(=O)(=O)c2ccc(Br)cc2)c(C)c1
  -0.5%, 10%[10.9 µM], 53%[activator], 5%
- CC(C)N(Cc1cc2ccccc2[nH]c1=O)C(=O)C1CCCCC1
  u, -4%, -4%, 5%
- O=C1c2ccccc2-c2nc3ncnn3c(-c3ccccc3Cl)c21
  -4.2%, -3%, -8%, 5%
- CCCn1c(=O)[nH]c(=O)c2c1nc(-c1ccccc1OC(F)F)n2CCOC
  0.3%, 2%, -15%, -1%
- COc1ccccc1CNC(=O)CCCN1C(=O)CCn2nc(-c3cn(C)c4ccccc34)cc21
  u, -9%[10.9 µM], -13%, -4%
- Cc1csc(Cn2c(CN(C)C)nc3ccccc3c2=O)n1
  -0.2%, -2%, 2%, 2%
- Oc1cc(NCc2cccnc2)ccc1-c1nc2ccccc2o1
  8.0%, -19%, -21%, -15%
- COCCN(C(=O)c1ccccc1)c1nnc(-c2cccnc2)s1
  -1.5%, 18%, -4%, 5%
- CS(=O)(=O)N(CC(=O)N1CCCCC1)c1sc2c(c1C#N)CCCC2
  1.2%, x, 9%, -2%
- Cc1ccc(C)c(NC(=O)c2ccccn2)c1
  1.3%, -46%[inhibitor], -15%, -11%
- Cc1cc2ncn(CC(O)COc3cccc(C(=O)O)c3)c2cc1C (stereo unspecified)
  0.2%, -9%, 2%, -2%
- COc1ccc(CNC(=O)CCCN2C(=O)CCn3nc(-c4cn(C)c5ccccc45)cc32)cc1
  2.4%, -11%[10.9 µM], -5%, -2%
- COc1cc(C2C(C#N)=C(N)Oc3n[nH]c(-c4ccncc4)c32)cc(OC)c1OC (stereo unspecified)
  2.2%, -9%, -5%, 2%
- O=c1c2ccccc2nnn1CSc1nnc2ccccn12
  -1.5%, x, -7%, -9%
- O=C(NNC1=NCCC1)c1cccc(S(=O)(=O)N2CCOCC2)c1
  x, x, 2%, -15%
- COC(=O)c1cccc(NC(=O)c2nn(C(C)C)c(=O)c3ccccc23)c1
  1.2%, -2%, 0%, -7%
- CCOC(=O)N(Cc1ccccc1)C(C(=O)O)C(C(=O)O)N(Cc1ccccc1)C(=O)OCC (stereo unspecified)
  3.1%, 2%, 8%, 0%
- Cc1ccc(NC(=O)CN2C(=O)COc3ccc(S(=O)(=O)N4CCCCCC4)cc32)cc1C
  u, u, u, 17%
- CC12CCC(C(=O)NCc3cccnc3)(OC1=O)C2(C)C (stereo unspecified)
  0.3%, -2%, 2%, -10%
- Cc1c(NS(C)(=O)=O)cccc1-c1nc2ccccc2s1
  -2.1%, -34%[inhibitor][10.9 µM], u, u
- COc1cccc(C(=O)Nc2cccc(C(=O)OCc3cc(=O)n4nc(C5CC5)sc4n3)c2)c1
  u, -85%[inhibitor][10.9 µM], -25%, -3%
- COc1ccccc1NS(=O)(=O)c1cccc2cccnc12
  0.9%, -5%, 6%, -2%
- Cc1ccc(CNC(=O)NCc2noc3ccc(C)cc23)cc1
  u, -13%[10.9 µM], 14%, -2%
- CC1=C(C(=O)Nc2cccc(Cl)c2)C2(CCCCCC2)OC1=O
  0.5%, 10%[10.9 µM], -18%, 12%
